# Vc quorum ag = induces V. cholerae light production without autoinducers; activation, % at 18.7 µM; hit rate 0.16% among 350,000; V. cholerae BH1578 lux reporter, luminescence, 6 h; in the data active = activation mostly above about 9.7%, no sharp cut-off; also: not every result past the cut was called active; inactives centre near 0; reference of the scale not given here
# Mtb FBA inh = inhibitors of M. tuberculosis fructose-bisphosphate aldolase; P9WQA3; purified M. tuberculosis FBA, fluorescence read-out; inhibition, % at 1 µM; hit rate 2.3% among 360,000; in the data active = inhibition above about 27%;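 also: 0% = vehicle and 100% = reference inhibitor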
# Target sequence (P9WQA3 whole entry, looked up): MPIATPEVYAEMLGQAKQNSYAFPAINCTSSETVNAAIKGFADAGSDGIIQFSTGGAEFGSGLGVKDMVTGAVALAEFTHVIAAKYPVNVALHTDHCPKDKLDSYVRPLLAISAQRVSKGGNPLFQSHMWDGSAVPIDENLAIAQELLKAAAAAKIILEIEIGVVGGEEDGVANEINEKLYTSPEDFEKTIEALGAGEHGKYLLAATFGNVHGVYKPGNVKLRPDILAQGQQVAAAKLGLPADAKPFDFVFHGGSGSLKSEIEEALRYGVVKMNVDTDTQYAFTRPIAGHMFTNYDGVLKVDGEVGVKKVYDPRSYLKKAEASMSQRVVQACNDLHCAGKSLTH
# GDH-TPI inh = GDH-TPI coupled enzyme inhibition counter-screen; inhibition, % at 4.8 µM; GDH-TPI coupled enzyme counterscreen, NADH absorbance; hit rate 1.2% among 360,000; in the data active = inhibition above about 30%;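 also: 0% = DMSO wells and 100% = wells lacking the enzyme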
# Y pestis TopoI = blocks Yersinia pestis topoisomerase I activity; Y. pestis Topo-I cleavage product accumulation, plate reader; activity, % at 10 µM; hit rate 0.064% among 360,000; in the data active = activity above about 50%, passing the limit was not always enough; also: inactives centre near 2
# TcdB GH inh = TcdB glycohydrolase inhibition; TcdB glycohydrolase enzymatic assay, plate reader; P18177; inhibition, % at 9.99 µM; hit rate 0.24% among 350,000; in the data active = inhibition above about 10%
# UGM FP inh = Mtb UDP-galactopyranose mutase inhibition; inhibition, % at 10 µM; hit rate 0.06% among 320,000; purified UGM, fluorescence polarization probe displacement; P9WIQ1; AID 504406; in the data active = inhibition above about 10%, passing the limit was not always enough
# Target sequence (P9WIQ1 whole entry, looked up): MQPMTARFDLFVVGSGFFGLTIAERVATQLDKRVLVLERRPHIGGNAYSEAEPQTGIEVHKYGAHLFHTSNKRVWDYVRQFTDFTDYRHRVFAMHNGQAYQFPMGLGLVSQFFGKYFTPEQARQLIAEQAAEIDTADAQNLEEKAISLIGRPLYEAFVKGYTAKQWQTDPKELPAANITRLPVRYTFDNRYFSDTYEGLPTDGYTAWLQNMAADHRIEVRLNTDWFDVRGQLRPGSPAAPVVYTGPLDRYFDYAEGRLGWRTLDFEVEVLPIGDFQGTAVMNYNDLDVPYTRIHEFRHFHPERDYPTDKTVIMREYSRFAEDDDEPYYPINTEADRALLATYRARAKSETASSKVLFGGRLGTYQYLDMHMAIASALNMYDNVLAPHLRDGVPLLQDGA
# Mtb BioA inh = BioA (M. tuberculosis) enzyme inhibition; purified M. tuberculosis BioA enzyme, plate reader; inhibition, % at 9.99 µM; hit rate 0.096% among 360,000; AID 602481; in the data active = inhibition above about 40%
# PfHsp40 yeast = restores yeast growth despite PfHsp40 toxicity | S. cerevisiae expressing PfHsp40, growth rescue, ATP luminescence | growth rescue, % at 12.5 µM | hit rate 0.68% among 340,000 | AID 504582; in the data active = growth rescue above about 28%, passing the limit was not always enough;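 also: yeast W303a lacking pdr1 and pdr3 grown in galactose medium; growth measured after three days at 30 °C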
# FadD28 binding = inhibitors of Mycobacterium tuberculosis FadD28 bisubstrate binding. FadD28 bisubstrate probe binding, fluorescence polarization. hit rate 0.22% among 360,000. inhibition, % at 12.5 µM; in the data active = inhibition above about 8.5%, passing the limit was not always enough
# Starred values were filed as active, the others as inactive; i = inactive; . = no result given; + = active, no number.
SMILES,Vc quorum ag,Mtb FBA inh,GDH-TPI inh,Y pestis TopoI,TcdB GH inh,UGM FP inh,Mtb BioA inh,PfHsp40 yeast,FadD28 binding
CCC1(c2ccc(F)cc2)NC(=O)N(CC(=O)Nc2cc(S(=O)(=O)N(C)C)ccc2Cl)C1=O (centres undefined),-0.4,4,-1,-2,1.3,-5.4,.,0.2,-5.2
C=CCn1c(N)c(C(=O)OC(C)(C)C)c2nc3ccccc3nc21,i,+,22,-6,.,.,2.2,0.9,-7.1
CC1CC(C)(C)NC(=S)N1CCC(=O)NCc1ccc(Cl)cc1 (centres undefined),i,3,4,-4,-0.3,-1.3,.,-0.1,-1.3
Cn1c(=O)[nH]c(=O)c2c1nc(N1CCOCC1)n2CC(O)COc1ccc2ccccc2c1 (centres undefined),-0.3,3,-7,14,.,1.1,1.1,-1.6,-3.8
COC(=O)[C@@]1(Cc2ccccc2)[C@H]2C(=O)N(C)C(=O)[C@H]2[C@H]2CN=C(SCc3ccc(C#N)cc3)N21,i,-3,-7,30,1.0,.,0.0,-0.5,-3.7
CNC(=S)N1N=C(c2ccccc2)CC1c1ccccc1Cl (centres undefined),-0.2,2,6,-11,-0.3,3.6,-0.4,-0.5,-2.1
O=C1C2CC=C(Cl)CC2C(=O)N1CCc1c[nH]c2ccccc12 (centres undefined),i,-1,5,-1,0.2,-1.5,0.4,0.5,0.7
CC(Sc1nc2ccccc2c(=O)n1CC1CCCO1)C(=O)N(C)c1ccccc1 (centres undefined),i,-1,3,30,0.6,.,-4.9,2.0,-0.6
COCCNC(=O)C1(C)CCN(C(=O)c2cccc(C)c2C)C1 (centres undefined),-0.6,-2,-7,4,0.2,.,-1.0,.,-3.7
CCOC(=O)N1C(=O)[C@](CC)(c2ccccc2)N1C(=O)OCC,0.5,-2,-3,0,2.5,2.9,0.2,-0.8,-4.1
COc1ccc(C(=O)N2CCN(C(=O)c3ccncc3)CC2)cc1,i,1,1,5,.,-0.3,-1.2,0.2,0.0
COc1ccc(NC(=O)CSc2nc3ccccc3c(=O)n2CCCN2CCC(C)CC2)c(OC)c1,0.3,-1,4,21,0.6,1.8,0.1,1.5,0.2
Cc1cccc(COc2ccc(/C=C3/C(=O)N(C)C(=S)N3C)cc2)c1,i,-2,14,1,0.1,0.4,-1.4,-0.6,-1.6
O=C(COc1cccc(F)c1)Oc1ccc(C(=O)c2ccccc2)cc1,-0.1,-5,7,2,0.3,1.1,.,-2.2,-4.5
Cc1ccccc1Cn1cnc2c(NS(C)(=O)=O)c(C)c(C)cc21,-0.4,-3,-5,22,.,-0.7,2.6,-0.5,0.1
COc1ccccc1CNC(=O)c1cc(-c2ccccc2)nn1Cc1cc(C)no1,i,-3,3,19,1.4,-1.8,5.1,1.5,-2.0
S=C(c1ccc2c(c1)OCO2)N1CCCC1,.,-2,4,4,0.0,-3.2,-0.5,2.6,2.4
Cc1cc(C)nc(SCc2ccc(Br)cc2)n1,i,5,10,6,0.1,-0.1,0.9,0.7,0.9
Cc1ccc(C(NC(=O)N2CC(C)OC(C)C2)C(Cl)Cl)cc1F (centres undefined),0.8,-4,2,-5,.,0.8,-0.1,1.7,1.5
COc1ccc(-n2nc(C)cc2N)cc1,-0.5,5,3,2,0.5,-2.8,.,-1.0,0.2
O=C1CN(c2nc(-c3cccnc3)nc3sc4c(c23)CCCC4)CCN1,1.1,19,9,8,4.1,0.1,.,2.4,-0.4
COCCNC(=O)NC(=O)CN1C(=O)NC(Cc2c[nH]c3ccccc23)C1=O (centres undefined),i,2,2,1,-2.9,-4.2,0.9,-0.9,1.0
O=C(NCCc1ccccn1)c1ccc2nc(Cc3ccccc3F)oc2c1,-0.8,0,3,2,3.2,-0.9,-0.9,-1.5,-0.4
COc1ccc(CN(CC2CCC(C(=O)O)CC2)C(=S)Nc2ccccc2OC)cc1 (centres undefined),i,2,-3,-9,1.0,2.0,.,0.4,-1.0
CC1CCc2c(sc(NC(=O)c3ccc(-c4ccccc4[N+](=O)[O-])o3)c2C#N)C1 (centres undefined),i,0,10,3,1.0,5.8,-0.7,0.1,-2.2
Cc1cc(C(=O)NCc2ccco2)on1,.,1,-17,5,0.1,4.5,0.7,-1.3,0.6
CC(=O)Nc1ccccc1Sc1ccccc1,-0.3,4,2,-6,3.8,2.3,-0.7,0.0,-3.2
CCOc1ccc(C(=S)NC2CCCCC2)cc1,i,-1,0,7,.,1.6,.,4.0,-3.9
O=C(CCn1cnc2ccccc2c1=O)Nc1cccc(Cl)c1,0.0,-4,-3,-7,.,-0.6,-3.0,0.2,-2.1
COc1ccc(-n2nc3c(N4CCC(C(=O)NC5CCCCC5)CC4)nnc(C)c3c2C)cc1,i,-1,4,47,.,1.0,2.1,-0.4,0.9
O=C(Cc1c(Cl)cccc1Cl)NC1CC1,-1.9,4,-7,-2,0.7,0.2,-1.0,-0.1,-1.6
O=C(NCCCN1CCOCC1)C1CCCN(S(=O)(=O)N2CCCCC2)C1 (centres undefined),-0.2,1,-7,3,0.6,0.5,-1.3,-1.5,-2.1
COc1cc(/C=N/O)cc(Cl)c1OC,-0.3,1,2,2,1.5,-1.7,0.4,-0.2,-0.8
N=C1C(c2nc3ccccc3[nH]2)=C(O)CN1c1ccccc1,3.1,1,3,3,.,-0.1,-0.7,-0.4,-1.9
COc1ccccc1N1CCN(S(=O)(=O)CCNC(=O)c2cccs2)CC1,-5.3,3,7,10,0.7,.,1.6,.,-2.0
CC1(C(=O)Nc2ccc3c(c2)OCCO3)CCN1C(=O)CC1CCCC1 (centres undefined),i,-2,-1,7,0.4,.,-0.6,.,-2.5
Cc1ccc(NC(=O)Cn2c(=O)oc3ccccc32)cc1,i,-1,0,0,-1.4,-1.7,.,-0.3,0.3
O=C(CC(c1ccco1)C1CCCCC1=O)c1ccco1 (centres undefined),i,0,9,-5,.,2.1,-0.4,-0.7,-1.9
CCC(C)NC(=O)c1ccccc1NC(=O)/C(=C/c1ccc(OC)cc1)c1ccccc1 (centres undefined),i,2,9,-2,.,-2.9,-1.5,-0.5,-2.9
CCCn1c(SCC(=O)N2CC(=O)Nc3ccccc32)nc2ccccc21,-0.4,1,-1,5,2.1,-0.6,0.2,0.1,0.3

# Some of the entries above in another layout:
Molecule | Vc quorum ag | Mtb FBA inh | GDH-TPI inh | Y pestis TopoI | TcdB GH inh | UGM FP inh | Mtb BioA inh | PfHsp40 yeast | FadD28 binding
COc1ccc(-n2nc3c(N4CCC(C(=O)NC5CCCCC5)CC4)nnc(C)c3c2C)cc1 | i | -1 | 4 | 47 | . | 1.0 | 2.1 | -0.4 | 0.9
O=C(Cc1c(Cl)cccc1Cl)NC1CC1 | -1.9 | 4 | -7 | -2 | 0.7 | 0.2 | -1.0 | -0.1 | -1.6
O=C(NCCCN1CCOCC1)C1CCCN(S(=O)(=O)N2CCCCC2)C1 (centres undefined) | -0.2 | 1 | -7 | 3 | 0.6 | 0.5 | -1.3 | -1.5 | -2.1

# The list goes on:
SMILES,Vc quorum ag,Mtb FBA inh,GDH-TPI inh,Y pestis TopoI,TcdB GH inh,UGM FP inh,Mtb BioA inh,PfHsp40 yeast,FadD28 binding
CCc1cccc(Oc2nn[nH]n2)c1,-0.2,1,5,-4,1.2,0.9,0.7,-0.6,-1.8
Cn1cnc2c(N3CCCCC3)nccc21,i,-3,-3,-4,.,-2.7,.,-0.4,-0.3
O=C(O)CCn1c(=O)[nH]c(=O)n(CCC(=O)O)c1=O,-0.2,-2,-3,0,4.1,-0.8,.,2.3,-2.5
CCCCn1c(N)c(N(CCOC)C(=O)C2CCN(c3ncnc4sc(C)c(C)c34)CC2)c(=O)[nH]c1=O,-0.5,-1,2,16,2.1,-0.4,0.7,-0.2,-3.5
COc1ccc(C(=O)N2CC3(C)CC2CC(C)(C)C3)cc1 (centres undefined),-0.2,0,2,7,.,2.5,.,-0.8,-2.4
CCOC(=O)C1=C(N)Oc2c(oc(CO)cc2=O)C1c1ccc(F)c(F)c1 (centres undefined),15,-2,-3,1,-0.6,1.1,1.5,-0.1,-1.1
CCC(=O)Nc1cccc(C2=NOC3(C2)C[C@@H](C(N)=O)N(C(=O)CC(c2ccccc2)c2ccccc2)C3)c1 (some centres undefined),0.3,1,5,22,-1.4,-0.3,1.2,1.6,-2.0
Cc1ccc(S(=O)(=O)N(CCC(=O)O)c2ccccc2)cc1,-0.2,-4,-6,9,.,1.3,.,0.1,-3.6
CCCCCCCN1C2=NCCN2c2ccccc21,-0.2,-4,-9,-7,-0.2,1.1,-3.6,-0.4,0.7
CC1C(=O)Nc2ccccc2N1C(=O)c1ccc(O)cc1 (centres undefined),-0.5,0,14,-8,0.9,4.8,-0.5,-2.1,-1.6
O=C(CCc1nc2ccccc2c(=O)[nH]1)Nc1nnc(SCc2ccccc2)s1,i,-2,-1,12,1.0,3.4,.,-1.0,-0.9
COc1ccc(NC2CCCN(C(=O)CCN3Cc4ccccc4C3=O)C2)cc1 (centres undefined),-0.3,2,-2,5,-3.1,0.5,-0.4,0.3,0.0
COC(=O)[C@H](C)[C@H]1C[C@]1(C)[C@H](NC(=O)OCc1ccccc1)c1ccccc1,i,-3,9,16,.,1.5,0.7,0.3,-3.8
COc1ccc(OCc2n[nH]c(=S)o2)cc1,-0.4,0,3,-7,.,0.6,-0.4,-1.3,0.4
CC(=O)N1Cc2ccccc2CC1C(=O)OCC(=O)c1c(N)n(C)c(=O)n(C)c1=O (centres undefined),i,3,7,-1,2.4,.,1.4,1.4,-0.9
CCOc1ccc(C2Nc3ccccc3NC3=C2C(=O)CC(C)(C)C3)cc1OC (centres undefined),1.6,-2,10,-8,2.1,1.4,-2.1,0.2,-1.4
CCOC(=O)C1CCN(C(=O)COC(=O)C2CCN(S(=O)(=O)c3ccc(C)c(C)c3)CC2)CC1,0.3,3,-13,10,0.4,-1.4,0.7,-1.1,2.1
COc1ccc(-c2noc(COc3ccc(Cl)c(C)c3)n2)cc1,-0.3,5,4,-12,-0.9,-2.0,-0.4,-0.6,1.5
CCOc1ccccc1C(=O)N/N=C/c1coc2ccc(Cl)cc2c1=O,-0.3,2,1,-3,1.5,-0.3,-0.8,-2.0,-3.5
COc1ccc(NC(=O)c2cc(-c3ccc(C)cc3)on2)cc1,0.2,2,5,3,-0.3,-0.8,0.0,-0.3,-2.8
COc1ccc(-n2c(SCC(=O)OC(C)C)nnc2-c2ccccn2)cc1,5.9,-2,-3,6,.,2.5,3.4,-1.3,-0.6
CN(CC(=O)Nc1ccccc1C(=O)NC1CC1)Cc1ccco1,-2.6,-1,-1,1,0.4,-0.7,-0.4,-0.8,-3.4
CCN(CC)S(=O)(=O)c1cc(NC(=O)CN2C(=O)NC(C)(c3ccccc3)C2=O)ccc1C (centres undefined),-3.3,-1,17,8,0.4,1.4,0.0,-1.5,-2.5
O=C(NNC(=O)c1ccccn1)c1cccc([N+](=O)[O-])c1,-1.1,0,3,4,-2.6,3.2,.,1.9,-3.8
CCOc1cc(CNCC(C)C)cc(Cl)c1OCc1ccccc1,-0.2,1,-4,7,1.8,0.7,.,-0.8,-2.5
O=C1C2C3C=CC(CC3)C2C(=O)N1c1cccc(Br)c1 (centres undefined),-2.1,-2,1,-3,-0.4,-1.6,-1.8,-0.7,-0.8
O=C(COc1ccc(Cl)cc1)NCCCNC(=O)c1cnccn1,i,-3,-11,-4,0.6,1.1,-0.1,0.1,-4.0
CC(=O)Nc1ccc(S(=O)(=O)N2CCN(CCCOc3ccccc3Cl)CC2)cc1,-0.7,-2,5,5,.,-2.5,.,1.4,-4.1
Cc1ccc(N(CC(=O)N2CCOCC2)S(=O)(=O)c2ccccc2)cc1,-0.4,3,5,0,.,-1.0,.,-1.9,-3.3

# Quoted at random: 4 records from the list, in no set order.
SMILES,Vc quorum ag,Mtb FBA inh,GDH-TPI inh,Y pestis TopoI,TcdB GH inh,UGM FP inh,Mtb BioA inh,PfHsp40 yeast,FadD28 binding
O=C(NNC(=O)c1ccccn1)c1cccc([N+](=O)[O-])c1,-1.1,0,3,4,-2.6,3.2,.,1.9,-3.8
CCN(CC)S(=O)(=O)c1cc(NC(=O)CN2C(=O)NC(C)(c3ccccc3)C2=O)ccc1C (centres undefined),-3.3,-1,17,8,0.4,1.4,0.0,-1.5,-2.5
CCOc1cc(CNCC(C)C)cc(Cl)c1OCc1ccccc1,-0.2,1,-4,7,1.8,0.7,.,-0.8,-2.5
Cc1ccc(N(CC(=O)N2CCOCC2)S(=O)(=O)c2ccccc2)cc1,-0.4,3,5,0,.,-1.0,.,-1.9,-3.3
